BRCA1 expr up – increases BRCA1 expression. MCF7-BRCA1-FFLuc reporter, luminescence, 48 h; response scale: scaled: vehicle 0%, 10 µM genistein 100%. hit rate 1.1% among 380,000. AID 624202. Potency, µM (top dose mostly 46.1 µM), for inactives: at the top dose activation, usual class: activators; active = well fitted activation curve with a large enough effect; inconclusive = small, poorly fitted or top-dose-only effect; inactive = no such curve, though single readings can be large or run the other way; also: nearly all actives have a fitted effect of over 80% in size; some results filed as inactive show a strong effect at the top dose
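48 h compound treatment of MCF7-BRCA1-FFLuc cells (phenol-red free MEM, 37 °C), then 15 min with luciferase substrate and luminescence imaging.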
uPA generation – blocks generation of uPA at the cell surface. AID 540303. Potency, µM (doses to about 38.3 µM), for inactives: at the top dose activity change, negative = inhibition, usual class: inhibitors. hit rate 0.31% among 330,000. cell surface uPA generation assay, qHTS; active = well fitted inhibition curve with a large enough effect; inconclusive = small, poorly fitted or top-dose-only effect; inactive = no such curve, though single readings can be large or run the other way; tested in mouse RAW 264.7 cells; also: % is scaled to controls: 0 for no effect and ±100 for the full control effect; nearly all actives have a fitted effect of over 55% in size
* hit, by the source's call; ? = inconclusive; [ ] = dose if it differs, or a comment. Potency is read from the fitted curve at half-maximal effect. Not all compounds are listed; count on the stated rates, not on these rows.

SMILES	BRCA1 expr up	uPA generation
Cc1cccc(N2C(=O)C=CC2=O)c1	15%	-3%
OCCCn1c(C(CO)Nc2nc(-c3ccc(Cl)cc3)cs2)nc2ccccc21 (configuration not stated)	-16%	2%
CC(C)(C)CC(C)(C)N=C1Nc2cc(Cl)c(Cl)cc2NC12C[C@H]1CCC(=O)N3CC[C@@H](C2)[C@@H]13 (some centres not stated)	-58%	-24%
O=C(C=Cc1ccccn1)c1ccccc1	-77%[inhibitor]	-16%
OCCCn1c(C2CCCN2c2nc(-c3ccc(Cl)cc3)cs2)nc2cc(Cl)c(Cl)cc21 (configuration not stated)	-38%	22%
CCCCN1CC(COCc2ccccc2)Oc2cccc(Oc3cc(C)c(C)c(C)c3)c2S1(=O)=O (configuration not stated)	?	15%
COc1ccc(-c2coc3cc(OC(C)=O)ccc3c2=S)cc1	?	-1%
C[C@H](O)[C@@H]1C(=O)N2CCc3ccc(N4CCN(C)CC4)cc3[C@@H]2C[C@@H]1N(C)C(=O)c1ccc(C#N)cc1	0%	-1%
COc1ccc(C(O)Cc2nccn2C)cc1 (configuration not stated)	3%	5%
COc1ccc2c(c1)c(CCNNC(=O)C(C)(C)C)c(C)n2C(=O)c1ccc(Cl)cc1	-75%	6%
OC(CN1CCCCC1)c1ccc2c3c(cccc13)CC2 (configuration not stated)	1%	0%
O=C(Nc1cccc2ccccc12)OCc1ccccc1	?	-4%
CN(c1ccccc1)S(=O)(=O)c1cccc(C(=O)NCCc2c[nH]c3ccccc23)c1	-46%	-1%
C=CC[C@]12CC=CC(=O)[C@@]1(O)O[C@H](c1ccc(OC)c(OC)c1)[C@H]2C	-51%	7.9µM*
CC(C)(C)N1[C@@H](CC(=O)O)c2cc(C(F)(F)F)ccc2S1(=O)=O	11%	21%
COc1ccc(CN2CCN(C(=O)c3ccccc3C(=O)c3ccccc3)CC2)cc1OC	-16%	7%
Cc1ccccc1Oc1ccc2c(c1)[C@@H]1C[C@H](N(C)C(=O)c3ccc(C#N)cc3)[C@H]([C@H](C)O)C(=O)N1CC2	-28%	-26%
CN(C)S(=O)(=O)c1cccc(NC(=O)CCCC2CCCCC2)c1	37%	-2%
Cc1nc2ccc(C(=O)Nc3ccc(N(C)C)cc3)cc2s1	71%	-2%
COc1ccc(CN(C)CCCn2cnc3c(OCc4ccccc4)ncnc32)cc1OC	0%	-5%
CCN1C[C@@H]2[C@@H]3C(=O)N(Cc4ccccc4)C(=O)[C@@H]3[C@](CC)(C1=O)N2C(=O)c1ccccc1	0%	-4%
COc1cc(-c2nc3ccccn3c2/N=C/c2cc(OC)c(OC)c(OC)c2)ccc1O	20%	-7%
Cc1cc(-c2ccccc2)nc2c(Br)c(C(=O)O)nn12	1%	4%
CC1(c2nnc(-c3ccncc3)o2)CC(c2cccnc2)=NO1 (configuration not stated)	1%	1%
COc1ncccc1-c1nnn(-c2ccccc2Br)n1	13%	-9%

Entries listed so far with sulfur (eight):
SMILES	BRCA1 expr up	uPA generation
OCCCn1c(C(CO)Nc2nc(-c3ccc(Cl)cc3)cs2)nc2ccccc21 (configuration not stated)	-16%	2%
OCCCn1c(C2CCCN2c2nc(-c3ccc(Cl)cc3)cs2)nc2cc(Cl)c(Cl)cc21 (configuration not stated)	-38%	22%
CCCCN1CC(COCc2ccccc2)Oc2cccc(Oc3cc(C)c(C)c(C)c3)c2S1(=O)=O (configuration not stated)	?	15%
COc1ccc(-c2coc3cc(OC(C)=O)ccc3c2=S)cc1	?	-1%
CN(c1ccccc1)S(=O)(=O)c1cccc(C(=O)NCCc2c[nH]c3ccccc23)c1	-46%	-1%
CC(C)(C)N1[C@@H](CC(=O)O)c2cc(C(F)(F)F)ccc2S1(=O)=O	11%	21%
CN(C)S(=O)(=O)c1cccc(NC(=O)CCCC2CCCCC2)c1	37%	-2%
Cc1nc2ccc(C(=O)Nc3ccc(N(C)C)cc3)cc2s1	71%	-2%

(list continues)
SMILES	BRCA1 expr up	uPA generation
Cc1cccc2c(=O)n3c(cc12)-c1[nH]c2ccccc2c1CC3	-47%	4%
COC(=O)c1ccccc1NC(=O)CN(c1ccccc1)S(=O)(=O)N(C)C	-13%	7%
Nc1ccccc1C#Cc1cnccn1	0%	?
CN(C)S(=O)(=O)c1ccc(C(=O)N2CCN(S(=O)(=O)c3ccc4c(c3)OCCO4)CC2)cc1	-7%	-2%
C#CCN1C=CC(=O)[C@@H](OC(=O)Nc2ccccc2Br)[C@H]1c1ccccc1Br	-14%	9%
Oc1ccccc1C=NN=Cc1c(O)ccc2ccccc12	-59%	5%
COC(=O)c1cccc(F)c1C(=O)c1cccc2ccccc12	-13%	2%
CC(C)(C)S(=O)(=O)N1Cc2cc(=O)n(Cc3ccccc3)c(CCO)c2[C@@H]1CCO	1%	-13%
C[C@H]1CCC[C@]2(O[C@@H](CCO)C[C@@H](O)[C@@H]2O)O1	-9%	-5%
CCN(CC)C1Oc2cc3c(cc2C(c2cc(OC)c(OC)c(OC)c2)C1C)OCO3 (configuration not stated)	-80%	-9%
Cc1c(C(=O)N2CCCCC2)sc(NC(=O)C23CC4CC(CC(C4)C2)C3)c1C#N	-21%	-2%
COc1ccc(CCNC(=O)COC(=O)CSc2ccc(C(N)=O)cc2[N+](=O)[O-])cc1OC	-23%	-6%
COc1cc2c(c(OC)c1OC)-c1ccc(SC)c(=O)cc1C(N)CC2 (configuration not stated)	?	-12%
CC1(C)CC(=O)C(c2ccccc2)(c2ccccc2)C(=O)C1	-11%	4%
S=c1nc[nH]c2c1ncn2-c1ccccc1	0%	2%
CC(=O)NC12CC3CC(C1)CC(C(=O)N1CCN(S(=O)(=O)c4cccc([N+](=O)[O-])c4)CC1)(C3)C2	4%	-3%
O=C1OCC(CC2=C(O)C(=O)OC2)=C1O	-26%	-2%
CCOC(=O)NC1=NCC(C)(C)S1	34%	-9%
Cc1cn(C2CCCCC2)c(=O)n(-c2ccccc2)c1=O	6%	-1%
CC(Sc1nnc(CN2CCCC2)n1Cc1ccccc1)C(=O)Nc1ccc(F)c(F)c1F (configuration not stated)	-26%	-2%
O=C(CCl)N1c2ccccc2Oc2ccc3ccccc3c21	-84%	-10%
CCOC(=O)c1cc2c(c(CCO)n1)[C@@H](CCO)N(S(=O)(=O)C(C)(C)C)C2	5%	-3%
O=c1[nH]n(-c2ccccc2)c(=O)cc1Cl	-22%	-10%
CCOC(=O)C(=O)NC1CC=CCC1c1ccc2c(c1)OCO2 (configuration not stated)	-20%	0%
CCCCOC(=O)Cn1c(=N)n(CCN2CCOCC2)c2ccccc21	-8%	2%
Other records:
SMILES	BRCA1 expr up	uPA generation
COC(=O)C1=C2c3[nH]c4ccccc4c3CCN2C(=O)CC1	2%	-11%
CN(C(=O)c1ccc(NC(=O)Cc2ccc(NC(=O)C3CCN(C(=O)C4CCCCC4)CC3)cc2)cc1)C1CCCC1	-19%	12%
COc1ccccc1C(=O)NC(CCSC)C(=O)OCC(=O)N1CCN(S(=O)(=O)c2ccc(C)cc2)CC1 (configuration not stated)	-21%	-5%
CCOc1cc(C(=O)NC(C)C2CC3CCC2C3)cc(OCC)c1OCC (configuration not stated)	0%	-2%
COc1ccc(OC)c(/C=N\NC(=O)c2ccc(COc3ccc(C)cc3[N+](=O)[O-])o2)c1	-27%	1%
Cc1cc(C(=O)COC(=O)c2nn(C)c(=O)c3ccccc23)c(C)n1C	11%	-2%
O=C(Cn1c(NCCCO)nc2ccccc21)c1cccs1	11%	-8%
Cc1ccc(C2=NOC(C)(c3nnc(-c4cccc(Cl)c4)o3)C2)cc1 (configuration not stated)	18%	-1%
C=CC1=C2C=C(C3CC3)N(C3CC3)C=C2C(=O)C(C)(OC(=O)c2ccco2)C1=O (configuration not stated)	2%	-1%
COC(=O)c1cc2c(n1S(=O)(=O)c1ccc(C)cc1)C(=O)C(=O)c1[nH]cc(C(=O)OCc3ccccc3)c1-2	-88%	-9%
COc1ccc(CCNC(=O)CSCc2ccc(C)cc2)cc1OC	-3%	-2%
O=c1[nH][nH]c(=O)c2nc(Nc3ccccc3)ncc12	0%	-2%
CCN1C(=O)N[C@@H](c2cccs2)C(C(=O)OC)=C1C	2%	12%
Cc1nc(N)nc(N)c1-c1ccc([N+](=O)[O-])cc1	6%	-11%
COc1ccc2c(c1)OCC(O)(c1ccccc1)C2=O (configuration not stated)	7%	-4%
COc1ccc(NC(=O)c2ccc(NC(=O)C3COc4ccccc4O3)cc2)c(OC)c1 (configuration not stated)	0%	0%
CCC1(C)CN=C(c2ccccc2)NC1 (configuration not stated)	9%	0%
CCOc1ccc(NC(=O)CN(C)C(=O)C(C)Oc2ccc(Cl)cc2)cc1OCC (configuration not stated)	-16%	15%
COc1ccc(C2=CC(=O)CC(c3ccc(F)cc3)C2)cn1 (configuration not stated)	-13%	3%
Cc1ccc(-c2nnc(N3CCOCC3)c3ccccc23)cc1S(N)(=O)=O	-21%	6%
CCOc1ccc(NC(=O)c2ccccc2-c2ccccc2C(=O)O)cc1	5%	-7%
CCC(=O)c1ccc(OC(=O)c2ccc(Br)o2)cc1	26%	1%
COc1cccc(SCc2noc(C(=O)NCCN(C)C)c2C(=O)NCCN(C)C)c1	0%	-8%
Nc1ccc2c(c1Br)Cc1ccccc1-2	75%	-7%
O=C(OCC1CCC=CO1)C1CCC=CO1 (configuration not stated)	5%	5%
Following part:
SMILES	BRCA1 expr up	uPA generation
COc1cc2c(cc1OC)C(c1cc(OC)c(OC)c(OC)c1)C1(O)C(=O)OCC1(O)C2 (configuration not stated)	-12%	4%
COC(=O)c1ccc(/C=C2\SC(=S)N(CCCC(=O)N3CCOCC3)C2=O)cc1	-3%	14%
Cc1cc(=O)[nH]c2[nH][nH]c(=O)c12	-7%	4%
NC(=S)N=Nc1ccc(O)cc1	29%	-3%
NC(=O)C1CCN(c2ccc3c(c2)S(=O)(=O)c2ccccc2C3=O)CC1	?	-13%
COc1cccc(-c2cc(C(=O)N/N=C/c3cccc(OC)c3OC)c3ccccc3n2)c1	-31%	9%
CCn1nnc(-c2ccccc2NC(=O)c2cnccn2)n1	-4%	-5%
CC(=O)N[C@H](Cc1c[nH]c2ccccc12)C(=O)O	13%	3%
COc1ccc(C2=CC(=O)CCC2)cc1	48%	-13%
O=C(CN(Cc1ccco1)C(=O)CNS(=O)(=O)c1ccc(Cl)cc1)NCc1ccc(F)cc1	-8%	1%
O=CC(O)C1OC(=O)C(O)C1O (configuration not stated)	-7%	4%
Cc1csc(NC(=O)c2ccc(C)s2)n1	?	-4%
O=C(Cc1cccc(NC(=O)C2CCCN(C(=O)C3CCCCC3)C2)c1)Nc1cccc(C(=O)N2CCOCC2)c1 (configuration not stated)	17%	5%
CNS(=O)(=O)c1cccc(C(=O)OCC(=O)c2c(N)n(Cc3ccccc3)c(=O)n(C)c2=O)c1	-20%	1%
Cc1ccc(Sc2ncccc2O)cc1	93%	6%
CC(=O)OC1CCC2(C)C(=CCC3C4CC(=O)N(O)C(=O)C4(C)CCC32)C1 (configuration not stated)	-8%	-4%
CC1=CC2C(C(O)CC3(C)C2CC(C)C32OCOC23COCO3)C2(C)C/C(=C\O)C(=O)C=C12 (configuration not stated)	-97%	-16%
O=C(Nc1c(Cl)cc2c(c1Cl)Cc1cc([N+](=O)[O-])ccc1-2)C(Cl)Cl	-64%	-1%
O=C(C(=O)N(Cc1ccccc1)Cc1ccccc1)c1c(-c2ccccc2)[nH]c2ccccc12	-64%	-6%
CN(C(=O)c1cccc(NC(=O)Cc2ccc(NC(=O)C3CCCN(C(=O)C4CCCCC4)C3)cc2)c1)C1CCCCC1 (configuration not stated)	-9%	-28%
CCO[C@H]1OC(C(=O)NCc2nc3ccccc3[nH]2)=C[C@@H](c2ccc3c(c2)OCO3)[C@@H]1CCCO	1%	15%
COc1cc(CN(C)C(=O)C(=O)c2c[nH]c3ccccc23)ccc1O	-31%	8%
C=C(NC(=O)C(=C)NC(=O)c1csc(C2=NC3c4csc(n4)C4NC(=O)c5csc(n5)C(C(C)(O)C(C)O)NC(=O)C5CSC(=N5)/C(=C/C)NC(=O)C(C(C)O)NC(=O)c5csc(n5)C3(CC2)NC(=O)C(C)NC(=O)C(=C)NC(=O)C(=C)NC(=O)C(C(C)C)NC2C=Cc3c(C(C)O)cc(nc3C2O)C(=O)OC4C)n1)C(N)=O (configuration not stated)	-76%	-9%
CC1=CC(=O)C(C(C)=Nc2ccccc2[N+](=O)[O-])C(=O)O1 (configuration not stated)	-5%	2%
O=C(c1ccc(Cl)cc1Cl)N1CCOCC1	-19%	2%

4 entries from above, with two lines to a compound:
Order of results: BRCA1 expr up, uPA generation
COC(=O)c1ccc(/C=C2\SC(=S)N(CCCC(=O)N3CCOCC3)C2=O)cc1
→ -3%, 14%
Cc1cc(=O)[nH]c2[nH][nH]c(=O)c12
→ -7%, 4%
NC(=S)N=Nc1ccc(O)cc1
→ 29%, -3%
NC(=O)C1CCN(c2ccc3c(c2)S(=O)(=O)c2ccccc2C3=O)CC1
→ ?, -13%

The list goes on.
SMILES	BRCA1 expr up	uPA generation
Cn1cnc([N+](=O)[O-])c1S(=O)(=O)Oc1ccc(Cl)cc1	-81%	-15%
COc1cc(C2C3=C(COC3=O)OC(C)(C)Oc3cc4c(cc32)OCO4)cc(OC)c1OC (configuration not stated)	-94%	-6%
CC1(C)c2ccccc2C(=O)c2ccccc21	-4%	0%
CCCCCCn1c(CN2CCCCC2)nc2c1c(=O)n(C)c(=O)n2C	-38%	3%
C=CCN1C=C(C(C)=O)C(=O)CC1	11%	12%
C=CCN1CCC(=O)C(C(=O)OCC)=C1C(=O)OCC	3%	4%
COC(=O)C1=C(C(=O)OC)[C@@H]2N(C)c3ccc(OC)cc3[C@@]23C[C@@H](C(=O)OC)N(C(=O)c2cc(C)oc2C)C3=N1	-19%	?
